H9c2 TAG inh = inhibitors of triacylglycerol accumulation; H9c2 cells, Nile Red lipid (TAG) fluorescence; cells loaded with 200 µM oleic acid; inhibition, % at 12.5 µM; 0.66% of 230,000 active; AID 651582;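 active means pattern-corrected inhibition of lipid staining of at least 50% with the nuclear-stain viability signal not falling by more than 50%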;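 further: 0% = DMSO wells and 100% = triacsin C control wells; some results filed as inactive read as strong as hits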
H9c2 TAG inh DAPI viability = recorded beside H9c2 TAG inh, whose call it bears; DAPI nuclei signal change (viability), lower = more cytotoxic, %;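 whole-well DAPI fluorescence read on a plate reader as a viability signal; minus 50 percent equals half of cells still viable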
An asterisk follows results filed as active. Not all compounds are listed, so the mix of outcomes need not match the whole.

entry	smiles	H9c2 TAG inh	H9c2 TAG inh DAPI viability
1	CC(=O)c1ccc(OCc2cn(CC(=O)c3ccc(O)cc3)nn2)c(C)c1	-2	-5
2	Cn1c(CCc2ccc(N)cc2)nc2ccccc21	-10	0
3	Cc1ccc2c(c1)C1(OCCO1)C(=O)N2	-7	14
4	CC(=O)Nc1ccc(NC(=O)C2(C)Cc3c(-c4cccc(C(F)(F)F)c4)ccnc3O2)cc1 (stereo not given)	3	5
5	CCCCNC(=S)NNC(=O)c1nn(C)cc1Cl	3	2
6	COC(=O)c1cc(S(=O)(=O)N2CCCCCC2)c[nH]1	3	4
7	Cc1cc(S(=O)(=O)NCC(=O)O)ccc1F	10	-1
8	O=C1/C(=C\c2ccc(Br)o2)SC(=Nc2ccccc2)N1c1ccccc1	18	-7
9	COc1ccc(S(=O)(=O)N2CCC(C(=O)N3CCc4ccccc4C3)CC2)cc1	1	-11
10	O=C(O)C1C2CCCCC2=C2CCCCC2C1C(=O)c1ccccc1 (stereo not given)	5	1
11	COCCCNC(=O)c1cccc2c(-c3ccc(OC)cc3C)coc12	10	-1
12	Cc1ccc(N2CCN(C(=O)N3CCOCC3)CC2)c(C)c1	5	11
13	C=CCn1c(SCC(=O)Nc2ccc(NC(C)=O)cc2)nc2sc(C)c(C)c2c1=O	-2	3
14	NC(=O)c1ccsc1NC(=O)COC(=O)CNC(=O)c1ccc(F)cc1	-1	1
15	C[C@@H]1CCCCO[C@H](CN(C)C(=O)c2ccccc2)[C@@H](C)CN([C@H](C)CO)C(=O)c2cc(NC(=O)NC3CCCCC3)ccc2O1	1	10
16	CCOc1ccc(-c2cc(C(=O)NCCCn3ccnc3)c3ccccc3n2)cc1	14	107
17	Cc1ccc(C2CC(=O)C=C(O)C2)cc1 (stereo not given)	-23	6
18	O=C(NCCCN1CCOCC1)C(=O)NCc1ccc(Cl)cc1	10	-10
19	CC(=O)c1cccc(-c2ccnc3c2CC(C(=O)NCc2ccco2)O3)c1 (stereo not given)	57*	-36*
20	O=C(Nc1ccccc1C(=O)O)c1ncn[nH]1	9	-5

Entries listed so far with an NH in an aromatic ring:
entry	smiles	H9c2 TAG inh	H9c2 TAG inh DAPI viability
6	COC(=O)c1cc(S(=O)(=O)N2CCCCCC2)c[nH]1	3	4
20	O=C(Nc1ccccc1C(=O)O)c1ncn[nH]1	9	-5

(list continues)
entry	smiles	H9c2 TAG inh	H9c2 TAG inh DAPI viability
21	CCc1ccc(C2=NNC(=Nc3cccc(S(=O)(=O)N(C)C)c3)SC2)cc1	22	-28
22	O=C(NC(c1ccc(F)cc1)c1ccc2ccccc2n1)C1CCN(Cc2ccc3ccccc3n2)CC1 (stereo not given)	-8	2
23	Cn1c(N)c(N2CCCCC2)c(=O)n(CC(=O)Nc2cccc(C#N)c2)c1=O	-28	-3
24	Cc1ccc(C)c2[nH]c(=O)c(CN(CCCN(C)C)C(=O)NCc3ccccc3)cc12	3	10
25	Cc1oc(-c2ccccc2Cl)nc1CS(=O)(=O)CC(=O)NC(C)c1ccccc1 (stereo not given)	13	3
26	COc1cc2nc(N(CCCN(C)C)C(=O)c3ccc(S(=O)(=O)N4CCc5ccccc54)cc3)sc2cc1OC	27	-3
27	Cc1ccccc1NC(=O)C(C)N1C(=O)c2ccccc2C1=O (stereo not given)	-4	7
28	CC(=O)N/C(=C\c1ccccc1)C(=O)OC(C)C(=O)NCc1ccccc1 (stereo not given)	5	0
29	CCOc1c(Br)cc(C(N)=O)cc1OC	-6	-9
30	COc1ccc(C(=O)C2CCCN(C(=O)CSC)C2)cc1OC (stereo not given)	-2	-2
31	OCCNC(=S)Nc1ccc2nsnc2c1	7	14
32	CCNS(=O)(=O)c1ccc(NC(=S)N2CCc3ccccc32)cc1	-6	-2
33	CCN(CC)C(=O)c1[nH]cnc1C(=O)N[C@@H](Cc1ccccc1)C(=O)OCc1ccccc1	-3	0
34	CCCN1C(=O)C(=O)N(CC(=O)c2cc(C)n(C3CC3)c2C)C1=O	-3	3
35	CC(C)=CC(=O)OCC(=O)Nc1ccc(Cl)cc1	-4	-7
36	Cc1cccc(OCC(=O)NC(=S)Nc2ccccc2N2CCOCC2)c1	-2	0
37	Cc1nnc(SC(C)C(=O)N2CCc3ccccc32)s1 (stereo not given)	12	-10
38	Cc1noc(NS(=O)(=O)c2ccc(NC(=O)c3cc(-c4ccccc4Cl)nc4ccccc34)cc2)c1C	-16	15
39	Cc1cc(NC(=O)CSc2nnc(CNC(=O)c3ccc(C(C)(C)C)cc3)o2)no1	14	0
40	O=C1C/C(=C/NCc2ccccc2)C(=O)N1	-23	8
41	Cc1cccc2sc(NC(=O)CN(C)S(=O)(=O)c3ccc(Br)s3)nc12	52*	3.1*
42	CCOc1ccccc1C(=O)N(Cc1sccc1C)C1CCS(=O)(=O)C1 (stereo not given)	-14	-2
43	Cc1ccc(S(=O)(=O)N(C)C)cc1NC(=O)C(C)OC(=O)C1CCCC1 (stereo not given)	-6	-4
44	CC1(C)C(=O)Nc2ccccc2N1C(=O)COC(=O)Cc1ccccc1F	9	-3
45	CCOc1ccc(-c2nnc(NC(=O)CCCOc3cccc(C)c3)o2)cc1	25	-9
46	COc1ccc(NC(=O)Cn2nc(Cc3cccnc3)c3ccccc3c2=O)c(OC)c1	-2	-5
47	COc1cccc(Cn2cc(C)cc(NC(=O)NCc3ccccc3)c2=O)c1	3	-3
48	Cn1cnc(S(=O)(=O)NCc2cccs2)c1	5	4
49	COc1ccc(CNC(=O)c2ccc(N(C)S(=O)(=O)c3ccc(C)cc3)cc2)cc1	24	2
50	CCC(=O)Nc1nnc(C(C)(C)C)s1	-3	5
51	COc1ccc(S(=O)(=O)Nc2cccc3c2O[C@H](CN(C)Cc2ccc(C(=O)O)cc2)[C@@H](C)CN([C@H](C)CO)C3=O)cc1	-10	7
52	CC(C)(C)NC(=O)C1(N2C(=O)c3ccccc3C2=O)CCCC1	1	2
53	Cc1c(/C(O)=C2/C(=O)C(=O)N(Cc3cccnc3)C2c2ccccn2)cnn1-c1ccccc1 (stereo not given)	10	11
54	COc1ccc(-c2c(C#N)c(SCC(N)=O)nc3c2CCCC3)cc1	6	-1
55	CC1CCCC(NCC(O)COC(c2ccc(F)cc2)c2ccc(F)cc2)C1C (stereo not given)	107	-55
56	COc1ccccc1Oc1c(C)oc2cc(OC(=O)c3ccco3)ccc2c1=O	-11	13
57	CCCCC(c1nnnn1CC1CCCO1)N1CCN(c2nc3ccccc3s2)CC1 (stereo not given)	3	2
58	CN1CCN(CCCn2cnc3c(=O)oc4ccccc4c32)CC1	7	6
59	Cn1c(=O)c2c(ncn2CCOC(=O)C(C)(C)Oc2ccc(Cl)cc2)n(C)c1=O	1	8
60	O=C(O)C1C2C=CC3(CN(Cc4ccco4)C(=O)C13)O2 (stereo not given)	8	8

Another view of some results above:
Each structure is followed by: H9c2 TAG inh | H9c2 TAG inh DAPI viability
60	O=C(O)C1C2C=CC3(CN(Cc4ccco4)C(=O)C13)O2 (stereo not given)
 : 8 | 8
52	CC(C)(C)NC(=O)C1(N2C(=O)c3ccccc3C2=O)CCCC1
 : 1 | 2
59	Cn1c(=O)c2c(ncn2CCOC(=O)C(C)(C)Oc2ccc(Cl)cc2)n(C)c1=O
 : 1 | 8

More compounds
entry	smiles	H9c2 TAG inh	H9c2 TAG inh DAPI viability
61	COc1cc(C(C)=O)ccc1OCC(=O)OC(C)C(=O)c1ccc(F)cc1 (stereo not given)	5	4
62	COC(=O)CN1C(=O)C(O)(CC(=O)c2ccc(Br)cc2)c2ccccc21 (stereo not given)	-6	6
63	Cc1ccc(C(=O)NN(C)c2nc3ccccc3nc2C(F)(F)F)cc1	5	-22
64	COc1cc(CNCc2ccco2)cc(OC)c1O	-1	-3
65	Cc1ccc(NC(=O)Cc2nc(COC(=O)Cc3cccc(C(F)(F)F)c3)cs2)cc1	-3	-7
66	COc1ccc(N2CCN(C(=O)c3ccc(OCc4c(C)noc4C)c(OC)c3)CC2)cc1	4	1
67	Nc1nonc1-c1nc2ccccc2n1CC(=O)N1CCCCC1	18	1
68	CC(C)CN(C(=O)COC(=O)c1cncc(Br)c1)c1c(N)n(Cc2ccccc2)c(=O)[nH]c1=O	3	1
69	CC(=O)Nc1cccc(NC(=O)C2CCCN2C(=O)Nc2ccc(Cl)cc2)c1 (stereo not given)	17	-5
70	CN1CCN(c2cnn(-c3ccccc3)c(=O)c2Br)CC1	-3	3

Among those listed so far, 2 have a cyano group:
entry	smiles	H9c2 TAG inh	H9c2 TAG inh DAPI viability
23	Cn1c(N)c(N2CCCCC2)c(=O)n(CC(=O)Nc2cccc(C#N)c2)c1=O	-28	-3
54	COc1ccc(-c2c(C#N)c(SCC(N)=O)nc3c2CCCC3)cc1	6	-1

Continuation.
entry	smiles	H9c2 TAG inh	H9c2 TAG inh DAPI viability
71	O=C1c2ccccc2C(=O)N1CCn1ccnc1	-4	-6
72	OC(COc1ccc(CNCCc2ccccc2F)cc1)CN1CCCCC1 (stereo not given)	9	19
73	COc1ccc(C(=O)Nc2ccccc2NC(=O)c2ccc(OC)cc2)cc1	5	-6
74	CCOC(=O)c1[nH]c(=S)n(-c2ccccc2)c1C(=O)OCC	-5	7
75	CC1CCN(C(=O)CSCC(=O)Nc2nc(-c3cccs3)cs2)CC1	10	7
76	CCOC(=O)c1cc2c(=O)n3ccccc3nc2n(C(C)C)c1=NC(=O)c1ccncc1	-3	20
77	CCOc1ccc(Cc2c(O)nc(SC)[nH]c2=O)cc1	-9	-3
78	COCc1cc(SC2CCCCC2)nc(C)n1	11	1
79	Cc1ccc(CNC(=O)CCn2c(=O)oc3ccccc32)cc1	5	-2
80	O=C1C=C(Nc2cccc3cccnc23)c2ccccc2C1=O	-2	-4
81	CCOc1ccccc1N1CCN(C(=O)C2=CC=CN3CCS(=O)(=O)N=C23)CC1	3	6
82	CCOc1ccc(NC(=O)CN2C(=O)NC3(CCCC3)C2=O)cc1S(=O)(=O)N1CCCCC1	-6	-7
83	O=C(Cc1cccc(NC(=O)C2CCN(C(=O)c3ccccc3)CC2)c1)Nc1cccc(C(=O)N2CCOCC2)c1	3	-4
84	O=C(/C=C/c1ccco1)Nc1ccc2c(c1)OCO2	-12	8
85	C=CCN(C(=O)CCC(=O)Nc1cc(C)on1)C(C(=O)NC(C)(C)C)c1cccc(OC)c1OC (stereo not given)	-1	11
86	O=C(NCc1ccncc1)Nc1ccc(Cc2ccc(NC(=O)NCc3ccncc3)cc2)cc1	-14	12
87	O=C(N/C(=C/c1cccnc1)C(=O)N1CCOCC1)c1ccccc1F	0	8
88	Cc1nn(-c2ccccc2)c(C)c1NC(=O)COc1cc(F)ccc1[N+](=O)[O-]	5	5
89	Cc1cccc(NC(=O)c2cc(-c3ccco3)nc3ccccc23)n1	0	1
90	O=C(O)C1CCCCC1C(=O)Nc1ccccc1Nc1ccccc1 (stereo not given)	7	-8
91	COc1ccc(CC(N)c2csc(Nc3cc(NCc4ccco4)ncn3)n2)cc1 (stereo not given)	9	19
92	Cc1ccc(S(=O)(=O)NCc2ccccc2)cc1C(=O)NCc1ccncc1	7	-10
93	COc1ccc(/C=C(/C(=O)NCc2ccccc2)c2ccccc2)cc1	4	-17
94	CSc1nc(=O)[nH]nc1Sc1ccccc1	-33	19
95	COc1ccccc1C(=O)Nc1sc2c(c1C#N)CCC2	-1	16
96	COC(=O)CCC(NC(=O)OCc1ccccc1)C(=O)NC(CC(C)C)C(=O)OC (stereo not given)	9	-1
97	CCN=C1S/C(=C\c2cn(C(C)=O)nc2-c2ccccc2)C(=O)N1CC	6	7
98	COCCN1Cc2cccc(C(=O)Nc3cccc(OC)c3)c2C1=O	6	6
99	COc1ccc(-c2noc(CN(C(=O)c3ccc4c(c3)OCO4)C(C)C)n2)cc1OC	-9	-4
100	COc1ccc(C(=O)CCS(=O)(=O)c2ccc(F)cc2)cc1OC	6	2
101	CCCNC(=O)c1onc(CS(=O)(=O)c2cc(C)cc(C)c2)c1C(=O)NCCC	3	2
102	NC(=O)c1ccc(NC(=O)CS(=O)(=O)c2cn(CC(=O)N3CCCCC3)c3ccccc23)cc1	1	7
103	Cc1ccc(-c2cc3nc(C)cc(C)n3n2)cc1	2	5
104	S=C(NCc1ccc2c(c1)OCO2)Nc1ccc2nsnc2c1	-33	-1
105	Cn1c(=O)c2c(ncn2CC(=O)OCC(=O)c2ccc(Br)cc2)n(C)c1=O	1	-3
106	Cc1ccccc1N(CC(=O)NC1CCCC1)C(=O)C1(C)CC(=O)N=C2C=CC=CN21 (stereo not given)	7	-5
107	CSc1nnnn1-c1ccc(C(=O)O)cc1	-1	2
108	CC12CCC(C(=O)NNc3ccccc3)(C(=O)C1=O)C2(C)C (stereo not given)	5	-4
109	Cc1ccc(Nc2cc(C)nc3ncnn23)c(C)c1	3	-3
110	CCCN1C(=S)SC(C)(C)C1/[N+]([O-])=C/c1ccc(S(=O)(=O)NC)cc1 (stereo not given)	0	-3
111	O=C(COc1ccc(Cl)cc1)N(Cc1ccco1)C1CCS(=O)(=O)C1 (stereo not given)	-7	1
112	Cc1nc2cc(N)ccc2n1C1CCCCC1	-10	3
113	COc1ccc2nccnc2c1[N+](=O)[O-]	-6	5
114	NC(=O)NC(CC(=O)NNC(=O)c1ccccn1)c1ccccc1Cl (stereo not given)	-21	-5
115	CC1Cc2ccccc2N1C(=O)CN1C(=O)COc2ccccc21 (stereo not given)	-13	5
116	O=C(COc1ccc(Br)cc1)Nc1ccccc1C(=O)NC1CC1	2	-1
117	O=C(Nc1n[nH]c(C(F)(F)F)n1)c1cccs1	-5	7
118	Cc1ccc(SCc2[nH]nc3c2C2(C(=O)Nc4ccc([N+](=O)[O-])cc42)C(C#N)=C(N)O3)cc1 (stereo not given)	0	-11
119	CN(C)CCCNc1nc(-c2ccccc2)nc2ccccc12	17	8
120	COCC1CCN(Cc2nc(COc3ccccc3)no2)C1 (stereo not given)	-6	-4
121	Cc1ccccc1N/C(=N/S(=O)(=O)c1ccccc1)c1ccc(F)cc1	-3	7
122	CC(/C=N/NC(=O)c1cc(C(C)(C)C)[nH]n1)=C\c1ccccc1	7	0

Compound activity as filed in PubChem BioAssay.
